Assay outcomes deposited in PubChem by Sanford-Burnham Center for Chemical Genomics.
hIAP activ = human IAP activation | P09923 | purified human IAP, CDP-Star luminescence, 30 min; active compounds read high; 1 = vehicle-only enzyme, 0 = enzyme-free background | activation factor at 10 µM | 0.16% of 330,000 active | AID 2524;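 active means activation factor of the enzyme at least 2-fold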; further: the source names both 10 and 20 µM as test concentration; values of inactives mirror those of a sister screen read the other way
Target sequence (P09923 whole entry, looked up): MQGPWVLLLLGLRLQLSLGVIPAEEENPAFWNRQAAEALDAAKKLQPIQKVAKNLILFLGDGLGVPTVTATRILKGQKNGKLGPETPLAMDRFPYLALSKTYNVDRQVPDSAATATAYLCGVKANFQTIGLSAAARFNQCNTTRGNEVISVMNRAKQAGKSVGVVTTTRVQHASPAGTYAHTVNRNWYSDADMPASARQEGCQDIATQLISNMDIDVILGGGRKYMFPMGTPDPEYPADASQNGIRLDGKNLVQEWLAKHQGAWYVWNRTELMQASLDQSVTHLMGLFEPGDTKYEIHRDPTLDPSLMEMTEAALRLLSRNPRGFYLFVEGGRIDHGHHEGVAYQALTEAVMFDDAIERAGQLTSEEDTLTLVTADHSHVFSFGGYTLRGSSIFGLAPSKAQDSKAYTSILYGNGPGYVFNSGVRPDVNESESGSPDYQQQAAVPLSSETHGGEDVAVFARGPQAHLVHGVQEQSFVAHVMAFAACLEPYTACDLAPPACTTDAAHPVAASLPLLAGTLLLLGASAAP
hIAP inh = human IAP inhibition; AID 2544; purified IAP, CDP-Star luminescence, 30 min; inhibition, % at 10 µM; 0.12% of 330,000 active;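 active means inhibition reaching a set limit with compound at 10 µM in the primary screen, cut at about 35% in these data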;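 further: plate controls were DMSO wells with enzyme for no effect and no-enzyme buffer wells for full effect; values of inactives mirror those of a sister screen read the other way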
mIAP activ = increases mouse intestinal alkaline phosphatase activity; AID 2805; 0.24% of 330,000 active; muIAP, CDP-Star luminescence, 30 min; active compounds read high; 1 = vehicle-only enzyme signal, 0 = enzyme-free wells; activation factor at 10 µM;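 active means activation factor of at least 2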; further: the source names both 10 and 20 µM as test concentration; values of inactives mirror those of a sister screen read the other way
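Assay system: mouse IAP enzyme / Compound: DMSO-dissolved test compounds / Timing: 30 min, room temperature / Measured by: luminescence from enzymatic CDP-Star hydrolysis / Control set: DMSO-only wells, enzyme-free buffer wells as negative control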
mIAP block = blocks mouse intestinal alkaline phosphatase | purified mouse IAP, CDP-Star luminescence, 30 min | 0.2% of 330,000 active | inhibition, % at 10 µM;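 active means inhibition of at least 40% at 10 µM in the primary screen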;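 further: plate controls were DMSO with enzyme for no effect and no enzyme wells for full effect; values of inactives mirror those of a sister screen read the other way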
HKDC1 inhibitor = inhibitors of human hexokinase HKDC1; Q2TB90; recombinant HKDC1, G6PDH/diaphorase resazurin coupled fluorescence; inhibition, % at 20 µM; 0.16% of 340,000 active;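 active means inhibition above about 35% when tested at 20 µM, limit read from the data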;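 further: plate controls were DMSO wells with enzyme for no effect and DMSO wells lacking enzyme for full effect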
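Test system: recombinant HKDC1 (HK5) hexokinase enzyme, produced in-house; Amount: enzyme 5 µg/mL final; Buffer or medium: Tris pH 8.0 buffer with MgCl2, Tween-20, BSA, BME; Reagent: glucose and ATP substrates; Doses: 20 µM test compound, 1% DMSO; Incubation: 90 min reaction incubation at room temperature, dark; Detection: resorufin fluorescence at 613 nm.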
ATG4B inhibitor = ATG4B (human) cysteine protease inhibition; inhibition, % at 8.33 µM; Q9Y4P1; ATG4B cleavage of LC3-PLA2, NBD-HPC fluorescence, 1 h; 0.51% of 340,000 active; AID 504462; in the data active means inhibition above about 40%
A3A deaminase = human APOBEC3A DNA deaminase inhibition; P31941; recombinant A3A, FAM/TAMRA ssDNA deamination fluorescence; inhibition, % at 20 µM; 0.41% of 330,000 active; AID 493011;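 active means at least 40% inhibition at 20 µM here, with at most 30% in a related deaminase screen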;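 further: plate controls were A3A with DMSO for no effect and wells lacking A3A enzyme for full effect; some results filed as inactive read as strong as hits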
Target sequence (P31941 whole entry, looked up): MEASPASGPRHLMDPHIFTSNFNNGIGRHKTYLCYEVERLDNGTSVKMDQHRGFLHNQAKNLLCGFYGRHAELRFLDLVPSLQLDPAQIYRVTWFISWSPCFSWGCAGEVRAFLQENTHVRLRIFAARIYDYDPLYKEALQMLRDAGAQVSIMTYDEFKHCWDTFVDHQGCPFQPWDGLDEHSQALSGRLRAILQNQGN
PfG6PD inh = PfG6PD (Plasmodium falciparum) enzyme inhibition. PfGluPho enzyme, NADPH resazurin-diaphorase fluorescence. 0.78% of 350,000 active. inhibition, % at 20 µM;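 active means inhibition reaching at least a set limit at 20 µM in the primary screen, cut at about 59% in these data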;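 further: 0% = DMSO wells with substrate and 100% = DMSO wells lacking glucose-6-phosphate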
Starred values were filed as active, the others as inactive; x = not tested or not shown.

SMILES	hIAP activ	hIAP inh	mIAP activ	mIAP block	HKDC1 inhibitor	ATG4B inhibitor	A3A deaminase	PfG6PD inh
O=C(NCc1ccc(Cl)c(Cl)c1)C1CCCC1	1.1	-11	1.1	-9	2	-7	-1	12
Cc1ccc(S(=O)(=O)NCCCN2CCCC2)cc1	1.1	-9	0.93	7	-7	-4	-2	3
O=C(Nc1cccc(S(=O)(=O)N2CCOCC2)c1)c1c2c(nc3ccccc13)CCC2	0.88	12	0.94	6	-8	-3	12	-1
CCN(CC)C(=O)C1CCN(CC2CC=CCC2)CC1 (stereo not given)	0.98	2	1.2	-18	6	-4	-7	-11
Fc1ccc(NC(=S)N2CCn3cccc3C2c2cccnc2)cc1 (stereo not given)	0.95	5	1	-1	-5	1	1	7
COc1ccc(CCNC(=O)C(C)SCc2ccccc2)cc1 (stereo not given)	0.98	2	1	-3	-7	3	-2	5
CCCCCCC#Cc1cncc(C(=O)NNC(=O)Nc2cc(Cl)cc(Cl)c2)c1	0.99	1	0.98	2	0	-2	-5	6
CCOc1ccc(C(=O)Nc2cccc([N+](=O)[O-])c2)cc1Br	0.92	8	0.8	20	-1	-4	-4	21
Cc1ccccc1N(C(=O)Cc1ccsc1)C(C(=O)NC1CCCCC1)c1ccc(F)cc1 (stereo not given)	1	-1	0.99	0	-9	-6	-2	-18
O=c1oc2cc(O[C@@H]3OC[C@@H](O)[C@H](O)[C@H]3O)ccc2c2ccccc12	1.1	-14	0.96	4	1	-1	1	1
Cc1ccc(C(=O)C(OC(=O)CNS(=O)(=O)c2ccccc2)c2ccccc2)cc1 (stereo not given)	1	-4	0.92	8	-3	-5	-1	3
CCn1cc(/C=C(\NC(=O)c2ccccc2)C(=O)NCCCN2CCOCC2)c2ccccc21	0.82	18	0.97	3	-1	7	-8	-11
O=C1N/C(=N/S(=O)(=O)Cc2ccccc2)S/C1=C/c1ccc2c(c1)OCO2	1	0	1	0	9	16	1	-12
CCc1ccc(-c2cc(C(=O)NN3CCN(C)CC3)c3ccccc3n2)cc1	1.2	-18	1	-2	-8	-3	-3	7
Cc1cccc(N2CCN(C(=O)CCCn3c(=O)c4cccn4c4cccnc43)CC2)c1C	0.97	3	0.95	5	1	3	-1	14
O=[n+]1c2c(n([O-])c3cc(Br)ccc31)CCCC2	0.9	10	0.98	2	-9	3	-4	8
COC(=O)c1ccc(C2c3c(oc4ccccc4c3=O)C(=O)N2CCCN2CCOCC2)cc1 (stereo not given)	0.98	2	1	-3	-2	-3	-1	8
CCOC(=O)N1CCN(C(=O)c2cc(C)no2)CC1	0.82	18	1.1	-14	-4	1	-5	-20
O=C(COc1ccccc1F)Nc1nc(-c2ccccn2)cs1	1.5	-48	0.81	19	3	3	-1	53
CC1(C)Cc2nc3oc4c(NCCCN5CCOCC5)ncnc4c3cc2CO1	1.2	-20	1.1	-7	3	3	-5	4
O=C(NCC1CCCO1)C12CN(Cc3ccccc3)CC1C(c1cccc([N+](=O)[O-])c1)=NO2 (stereo not given)	0.97	3	1	-3	3	-18	-1	12
CCOC(=O)c1cnc2cc(-c3ccc(Br)cc3)nn2c1C	0.81	19	0.99	1	6	0	1	-2
Cc1nc(N2CCN(c3ccccc3)CC2)nc2c1C(=O)CC(c1ccccc1)C2 (stereo not given)	0.98	2	0.93	7	4	6	-4	10
O=C(CCC1CCCN(Cc2ccc3c(c2)OCCO3)C1)NCc1ccc(F)c(F)c1 (stereo not given)	1.3	-28	1	-5	-6	26	-1	-4
COc1ccc2nc(NC(=O)CSc3nnc(C)s3)sc2c1	1.1	-9	0.96	4	-9	3	-1	-18
COc1ccccc1NC(=O)CSc1nnc(CNC(=O)c2ccco2)o1	0.94	6	1.1	-6	-2	-11	-1	-1
O=C(/C=C/c1ccc(Cl)cc1Cl)Nc1ccc(CN2CCOCC2)cc1	1.1	-8	0.96	4	-8	-28	1	11
CCOc1ccccc1OC(=O)c1cc2ccccc2oc1=O	1.1	-7	1.1	-5	-11	-8	2	8
CC(=O)Nc1ccc(Sc2ccccc2C(=O)Nc2ccc(F)cc2)cn1	1.1	-14	0.95	5	8	-4	-1	8
COc1cccc(NC(=S)N2CCn3cccc3C2c2cccnc2)c1 (stereo not given)	1.1	-8	0.93	7	-2	9	-2	0
Cc1cc(C#N)c2ccccc2n1	1	-4	0.97	2	-5	2	-17	3
Cc1ccc2cc(C#N)c(NCCNC(=S)NCCCN3CCOCC3)nc2c1	1.1	-12	1.1	-7	14	-5	0	16
CC(=O)N1c2ccccc2NC(=O)C1(C)C	1.1	-13	0.94	6	-4	1	2	-5
CN(C)c1ccc(/C=N/c2cc(-c3ccccc3)nn2-c2ccccc2)cc1	1.1	-11	0.91	9	5	-2	-5	14
O=C1C(=O)N(Cc2ccco2)C(c2cccc(Cl)c2)/C1=C(\O)c1ccc2c(c1)OCCO2 (stereo not given)	0.99	1	0.97	3	7	7	6	-4
CCn1c(=O)cc(SCC(=O)N2CCN(Cc3ccc4c(c3)OCO4)CC2)c2ccccc21	0.81	19	0.95	5	7	-16	-2	-8
CC(C)C(=O)NC(=O)[C@@H]1CCCN1C(=O)/C=C/c1ccccc1	0.85	14	1	0	6	-11	-3	2
Cc1[nH]n(-c2c(Cl)cc(Cl)cc2Cl)c(=O)c1C=Nc1ccc(S(=O)(=O)N2CCOCC2)cc1	0.82	18	0.99	1	23	-15	-1	-4
CCOC(=O)c1cc(C(C)(C)C)n(CCCN2CCOCC2)c1C	1.1	-8	1.1	-15	-5	6	-6	1
CCOc1ccccc1N1C(=O)CC(Sc2n[nH]c(-c3ccccc3)n2)C1=O (stereo not given)	0.94	6	0.94	6	-11	-9	-2	29
Cc1c([N+](=O)[O-])cc(C(=O)Oc2cccc(C(=S)N3CCOCC3)c2)cc1[N+](=O)[O-]	1	-4	0.97	3	-9	0	-2	13
COc1ccc(-c2cc(C(=O)N3CC(C)CC(C)C3)c3ccccc3n2)cc1 (stereo not given)	0.82	18	0.95	5	7	31	2	-3
O=C(N/N=C/c1cccc(O)c1)c1cc(C2CC2)nc2ccccc12	0.87	13	0.99	1	5	-3	0	-14
CCOc1ccc(CNC(=O)C2CCN(S(=O)(=O)c3ccc4c(c3)CCCC(=O)N4)CC2)cc1	1.3	-26	1.1	-5	-4	-1	3	3
Cn1c(/C(C#N)=C/Nc2ccccn2)nc2ccccc21	1.4	-41	0.9	10	1	-6	-1	-12
CN(c1cccc(NC(=O)CCSc2ccccc2)c1)S(C)(=O)=O	1	-3	1	-3	-3	-5	-3	-3
c1ccc(-c2nnc3n2CCCC3)cc1	1	-3	1	-4	-5	-12	-1	-5
CC(CN1CCN(C)CC1)OC(=O)c1ccc(Cl)cc1 (stereo not given)	0.95	5	0.98	2	-8	0	1	-14
CCCN(CC(=O)Nc1ccccc1C)C(=O)C1CC(=O)N(c2ccc(C)cc2)C1 (stereo not given)	1	-3	0.95	5	-6	-1	-3	-7
CC(C)N(Cc1ccccc1)C(=O)C1CCCN(c2ncnc3c2nc2n3CCCCC2)C1 (stereo not given)	0.98	2	0.96	4	7	7	-4	-14
Cc1nc2sc(C(c3ccc(Cl)cc3)N3CCN(CCO)CC3)c(O)n2n1 (stereo not given)	0.92	8	0.96	4	-3	-13	-7	-9
COc1cc(OC)c2c(C)c(Cl)c(=O)oc2c1	1.1	-12	1.1	-6	-2	-16	-12	5
COc1ccc(-c2sc3ccccc3c2/C=C/c2ccc(OC)c(OC)c2)cc1	1	-2	1.1	-5	0	-6	0	5
CCSc1nnc(NC(=O)C2CC2c2ccccc2)s1 (stereo not given)	0.82	18	0.93	7	-5	0	-1	1
Oc1ccccc1/C=N/NC(=S)NC1CC2CC1C1C=CCC21 (stereo not given)	0.88	12	0.94	6	-25	13	-3	-1
C(=C\c1nc(-c2ccccc2)no1)/c1ccccc1	1.1	-14	0.95	5	12	14	4	11
CC(C)(C)NC(=O)CN(Cc1cccs1)C(=O)c1csnn1	0.86	14	0.97	3	-4	-11	-1	6
C=C(C)c1cccc(C(C)(C)NC(=O)NCc2ccc(OC)c(OC)c2)c1	0.89	11	1.2	-16	-11	-4	2	-1
COCc1cc(C)nc(SCC(=O)Nc2ccc3c(c2)OCO3)c1C#N	1.1	-10	0.95	5	3	-12	0	-4
COc1ccccc1NC(=O)CNC(=O)c1ccccc1C	1.1	-8	1.1	-5	-6	-7	2	1

Other compounds follow.
SMILES	hIAP activ	hIAP inh	mIAP activ	mIAP block	HKDC1 inhibitor	ATG4B inhibitor	A3A deaminase	PfG6PD inh
COc1ccccc1N1CCN(CC(=O)NCCc2ccc(S(N)(=O)=O)cc2)CC1	0.96	4	1	-4	-9	-1	-1	5
COc1cccc(NC(=O)CN(C)C(=O)c2cc(-c3ccccc3)nn2-c2ccccc2)c1	0.96	4	1.4	-38	0	2	1	-2
CCOC(=O)N1CCN(C(=O)CN(c2ccc(OC)c(OC)c2)S(C)(=O)=O)CC1	1.3	-34	1	-4	-5	1	1	-1
CCOC(=O)CCc1c(C)nc(SCc2ccc(C(=O)O)cc2)c(C#N)c1C	1.1	-11	1	-1	-3	-5	-6	-24
COc1cc2c(cc1NC(=O)CN(C)Cc1nc3ccccc3c(=O)[nH]1)oc1ccccc12	1.4	-40	1.1	-7	7	-29	2	15
C#Cc1ccc([C@@H]2C=C(C(=O)OCC=C)O[C@H](OCCCCO)C2)cc1	1.1	-12	0.96	4	-2	11	-2	-7
O=[N+]([O-])c1cccc(S(=O)(=O)Nc2cccc(-c3ccc(N4CCCC4)nn3)c2)c1	0.99	0	1	-3	2	-1	-4	-2
COc1cccc(OCc2cc(/C=N/Nc3ccc(C(=O)O)cc3)ccc2OC)c1	0.98	2	1.1	-13	1	-2	-4	15
COc1ccc(NC(=O)CSCC(=O)Nc2nnc(C3CC3)s2)cc1	1.2	-16	0.99	1	2	3	17	-10
CS(=O)(=O)N(CC(=O)N1CCN(Cc2ccccc2)CC1)Cc1ccccc1	0.99	1	1.1	-6	-7	-12	1	7
CN(C(=O)COC(=O)Cc1ccccc1[N+](=O)[O-])C1CCS(=O)(=O)C1 (stereo not given)	1	-4	1	-1	3	-5	-4	-6
COc1ccc(C2Nc3ccccc3C(=O)N2NS(C)(=O)=O)cc1 (stereo not given)	0.99	1	0.94	6	-2	1	-1	-5
O=C1N=C(N2CCCC2)S/C1=C\c1cn[nH]c1-c1ccccc1	0.95	5	0.83	17	x	x	2	x
COc1ccc([N+](=O)[O-])cc1NC(=O)C(C)OC(=O)C1CC(=O)N(Cc2ccco2)C1 (stereo not given)	1	-4	0.94	6	0	-1	0	10
